# LAP4-GFP MLPCN = yeast TOR pathway LAP4-GFP modulation; S. cerevisiae LAP4-GFP multiplex, flow cytometry GFP, 3 h; median GFP as percent of DMSO wells; GFP response vs DMSO, % at 10 µM; 0.34% of 320,000 active; AID 2023;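 active = GFP response vs DMSO above a set limit, about the screen mean plus 3 SD, cut at about 150% in these data; inconclusive = under 70 cell events counted for the yeast strain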
# AGP1-GFP MLPCN = alters AGP1-GFP fluorescence in TOR pathway yeast screen | GFP response vs DMSO, % at 10 µM | 0.02% of 320,000 active | S. cerevisiae AGP1-GFP multiplex flow cytometry, 3 h; GFP as percent of DMSO wells;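 active = GFP response relative to DMSO above a set limit, near screen average plus 3 SD, cut at about 150% in these data; inconclusive = fewer than 70 cells counted for the yeast strain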;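 note: median GFP channel fluorescence of the gated AGP1 strain per well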
# GRK2 inh = human GRK2 inhibition via aptamer displacement | inhibition of aptamer binding, % at 10 µM | 0.59% of 330,000 active | AID 488847 | bead flow cytometry, FAM-aptamer displacement from GRK2;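 active = inhibition of aptamer binding above 40%, roughly 3 SD of noise, on plates passing a quality check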;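 note: median bead fluorescence of bound FAM aptamer so fluorescent compounds give negative values; no value below 0 was filed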
# RPL19A-GFP yeast = yeast TOR pathway RPL19A-GFP modulation. S. cerevisiae RPL19A-GFP strain, flow cytometry, 3 h; hits give low values. percent response vs DMSO, % at 10 µM. 0.3% of 330,000 active. AID 2025;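 active = percent response vs DMSO below 50%; inconclusive = fewer than 70 events counted for the yeast strain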;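 note: median channel GFP fluorescence of the barcoded RPL19A-GFP strain; ratio of sample median GFP to plate DMSO average so 100% = DMSO; lower means less RPL19A-GFP as with rapamycin TOR inhibition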
# VLA-4 inh = inhibition in a human VLA-4 binding assay | P13612 | VLA-4 expressing cells, ligand binding flow cytometry | inhibition, % (about 7 µM as worked out from the volumes in the protocol) | 0.2% of 330,000 active; in the data active = inhibition above about 50%
# Target sequence (P13612 whole entry, looked up): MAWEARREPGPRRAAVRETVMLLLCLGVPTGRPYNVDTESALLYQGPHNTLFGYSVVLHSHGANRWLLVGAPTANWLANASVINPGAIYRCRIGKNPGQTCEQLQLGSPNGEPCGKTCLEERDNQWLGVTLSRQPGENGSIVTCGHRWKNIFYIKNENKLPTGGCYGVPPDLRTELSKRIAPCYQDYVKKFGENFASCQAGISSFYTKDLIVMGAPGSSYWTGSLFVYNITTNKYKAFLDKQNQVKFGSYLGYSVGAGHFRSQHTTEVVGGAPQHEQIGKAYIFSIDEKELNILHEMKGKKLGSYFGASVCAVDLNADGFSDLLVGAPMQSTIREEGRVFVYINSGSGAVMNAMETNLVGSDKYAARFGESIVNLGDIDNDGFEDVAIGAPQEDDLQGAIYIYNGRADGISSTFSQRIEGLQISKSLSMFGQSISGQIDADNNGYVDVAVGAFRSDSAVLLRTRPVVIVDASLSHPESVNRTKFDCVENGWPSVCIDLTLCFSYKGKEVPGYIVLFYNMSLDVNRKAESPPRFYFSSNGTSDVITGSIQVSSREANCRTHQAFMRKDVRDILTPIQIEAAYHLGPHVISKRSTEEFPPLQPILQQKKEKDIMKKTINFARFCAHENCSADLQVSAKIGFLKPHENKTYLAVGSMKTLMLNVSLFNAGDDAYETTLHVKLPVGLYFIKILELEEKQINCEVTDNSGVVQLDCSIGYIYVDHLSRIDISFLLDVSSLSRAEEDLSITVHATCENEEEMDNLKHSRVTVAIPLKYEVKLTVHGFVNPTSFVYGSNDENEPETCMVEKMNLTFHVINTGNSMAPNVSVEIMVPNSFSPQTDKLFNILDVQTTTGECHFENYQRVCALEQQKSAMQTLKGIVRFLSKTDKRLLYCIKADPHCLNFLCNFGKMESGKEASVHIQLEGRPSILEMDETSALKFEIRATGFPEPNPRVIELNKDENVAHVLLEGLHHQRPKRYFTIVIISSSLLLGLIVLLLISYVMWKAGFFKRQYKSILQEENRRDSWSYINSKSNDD
# CIT2 TOR yeast = modulators of TOR pathway CIT2-GFP in S. cerevisiae; S. cerevisiae CIT2-GFP strain, flow cytometry, 3 h; 100 means same as DMSO wells; GFP response vs DMSO, % at 10 µM; 0.065% of 320,000 active;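 active = GFP response relative to DMSO above a set limit, near the screen mean plus 3 SD, cut at about 150% in these data; inconclusive = Fewer than 70 cells measured for a yeast strain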;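 note: ratio of well median GFP fluorescence to mean of DMSO wells on the plate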
# MEP2 TOR yeast = alters MEP2-GFP fluorescence in TOR pathway yeast screen; S. cerevisiae MEP2-GFP strain, flow cytometry GFP, 3 h; 100% = DMSO control level; GFP response vs DMSO, % at 10 µM; 0.51% of 330,000 active;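 active = GFP response versus DMSO above a set limit, roughly screen mean plus 3 SD, cut at about 180% in these data; inconclusive = fewer than 70 cells counted for a yeast strain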;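 note: median GFP fluorescence of the barcode-gated MEP2-GFP cells per well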
# Yeast superoxide = caloric restriction mimetics inhibiting age-related superoxide in yeast. S. cerevisiae aged cells, superoxide DHE fluorescence; hits give low values. superoxide response (% of plate mean), % at 10 µM. 0.18% of 330,000 active;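 active = superoxide response under a set limit, about three screen SD below normal, cut at about 65% in these data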;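 note: yeast aged for seven days with compound at 30 °C before DHE staining; 100% = average MFI of all compound-treated wells on the plate with controls excluded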
# * hit, by the source's call; ? = inconclusive; nt = no result given; & = joins results of further samples; [ ] = dose if it differs, or a comment.
# Preview, 2 compounds:
SMILES,LAP4-GFP MLPCN,AGP1-GFP MLPCN,GRK2 inh,RPL19A-GFP yeast,VLA-4 inh,CIT2 TOR yeast,MEP2 TOR yeast,Yeast superoxide
O=C(Nc1ccccc1N1CCCCC1)c1ccc(OC(F)F)cc1,108,93,1,102,-5,92,109,108
COc1ccccc1C(=O)N/N=C/c1ccc2c(c1)OCO2,94,92,0,103,8,97,102,94

# All compounds of this part (from the top)
SMILES,LAP4-GFP MLPCN,AGP1-GFP MLPCN,GRK2 inh,RPL19A-GFP yeast,VLA-4 inh,CIT2 TOR yeast,MEP2 TOR yeast,Yeast superoxide
O=C(Nc1ccccc1N1CCCCC1)c1ccc(OC(F)F)cc1,108,93,1,102,-5,92,109,108
COc1ccccc1C(=O)N/N=C/c1ccc2c(c1)OCO2,94,92,0,103,8,97,102,94
COCCn1c(SC2CCOC2=O)nc2ccccc2c1=O (stereo unspecified),104,97,1,100,8,93,103,115
COc1ccc(CCN(C)S(=O)(=O)c2ccc(Cl)nc2)cc1OC,98,104,3,99,-6,107,94,72
CC(CC(F)(F)F)N1CCC(n2nccc2NC(=O)CCCc2ccccc2)CC1 (stereo unspecified),86,93,0,108,-3,105,106,106
CC(C)(C)c1ccc(C(=O)N2CCN(CCNC(=O)C(=O)NCc3ccc(Cl)cc3)CC2)cc1,102,101,0,103,-3,111,102,78
CC(=NCCN1CCOCC1)C1=C(O)c2ccccc2C1=O,112,105,0,106,9,106,119,97
COC(=O)CSc1nnc(-c2ccc(S(=O)(=O)N3CCCCC3)cc2)o1,107,102,0,101,6,98,104,97
CCOC(=O)C1CC(C)=C(C)CC1C(=O)O (stereo unspecified),90,99,0,108,12,95,104,104
Cc1nnc(Cl)c2nn(-c3ccccc3F)c(C)c12,94,102,0,103,-9,108,108,106
O=C(NC(Cc1c[nH]c2ccccc12)C(=O)O)c1cccs1 (stereo unspecified),97,98,1,96,7,93,93,102
CC(=O)Oc1ccccc1C1OCCN1C(C)=O (stereo unspecified),101,105,0,102,-12,106,104,76
CCOC(=O)c1c(C)[nH]c(C(=O)N(C)Cc2cccc(OC)c2OC)c1C,90,99,13,105,10,102,110,109
Cc1ccc(N2C(=O)C3C4C=CC(CC4)C3C2=O)cc1Br (stereo unspecified),85,93,nt,104,-13,107,102,92
CCN(c1ccccc1)S(=O)(=O)c1ccc2c(c1)CCCN2C(C)=O,107,100,2,96,6,101,104,92
CCC(C)(C)c1nnc(NC(=O)c2ccc([N+](=O)[O-])cc2)s1,100,98,0,97,5,108,100,106
CCOC(=O)NC(Cc1c[nH]c2ccccc12)C(=O)NCCc1ccc(S(N)(=O)=O)cc1 (stereo unspecified),97,92,0,103,10,97,108,86
CCN(CC)S(=O)(=O)c1cccc(C(=O)OCC(=O)NCc2ccccc2OC)c1,101,104,7,101,3,101,100,82
CCN(CC)CCOC(=O)C1(c2ccccc2)CCOCC1,94,107,0,103,20,104,98,110
O=C(Oc1ccc2c(c1)OCO2)c1cc2c(s1)CCC2,110,104,8,102,10,85,117,100
CC(=O)CCCC(NS(=O)(=O)CCC(Cl)(Cl)Cl)c1ccccc1 (stereo unspecified),107,90,0,102,-1,89,96,100
CN(C)c1cc[n+](Cc2c(Cl)cccc2Cl)cc1,92,101,10,97,-36,92,103,107
Cc1ccc(C2(C)NC(=O)N(CC(=O)N3CCc4ccccc43)C2=O)cc1 (stereo unspecified),95,103,0,99,-6,99,106,124
O=C(O)CN(CCc1ccccc1)S(=O)(=O)c1ccccc1,104,96,0,104,-2,116,133,101
COc1ccc(Oc2cn[nH]c2-c2ccc(OC)cc2O)cc1,120,87,0,103,-6,90,99,91
COc1ccc(NC(=O)CN2CCN(CC(=O)Nc3ccc4c(c3)OCO4)CC2)cc1,102,98,0,103,3,100,103,118
Cc1ccc(C(=O)Cn2cncn2)cc1,100,104,0,100,7,103,95,99
COC(=O)c1cc(=O)n(Cc2ccco2)c(=Nc2ccc(F)c(Cl)c2)s1,97,97,2,96,8,98,91,104
CSCCC(N=C(NS(=O)(=O)c1ccccc1)c1ccccc1)C(=O)O (stereo unspecified),107,104,0,96,3,109,97,84
COc1c(C)cccc1C(=O)Nc1ccc(N2CCOCC2)c(Cl)c1,113,nt,1,98,9,97,107,112
CC(C)c1c(O)nc(SCCN(C)C)[nH]c1=O,106,102,0,101,0,106,103,101
Cc1ccc(S(=O)(=O)N2CCN(C(=O)CSc3nnc(-c4ccco4)o3)CC2)cc1,102,101,0,98,-1,103,103,118
CCOC(=O)c1c(-c2ccc(OC)cc2)csc1/N=C/C1C(=O)CCCC1=O,102,93,3,96,1,93,98,91
CCN(CC(=O)Nc1c(F)cccc1F)C(=O)CNC(=O)c1ccc2ccccc2c1,108,103,0,99,14,101,104,80
CCOC(=O)c1cccc(NC(=O)CSc2nnc(C3CCCCC3)n2CC)c1,97,98,0,97,11,95,94,102
O=C(CN(C(=O)c1csnn1)c1ccc(F)c(Cl)c1)NC1CCCC1,115,108,1,108,8,99,106,94
Fc1ccc(Nc2nc(N3CCOCC3)c3ccccc3n2)cc1,100,97,0,97,12,95,97,100
CC(=O)Nc1nc(C)c(-c2csc(Nc3ccccn3)n2)s1,113&104,110&103,0&3,98&99,7&-4,103&105,100&95,95&108
Cc1cc(F)c(F)c(C(=O)N2CCOCC2)c1,103,105,1,100,12,104,104,116
Cc1cc2oc(=O)cc(CN(C)Cc3ccccc3)c2cc1C(C)C,96,102,0,106,-3,93,96,99
Clc1ccc(SCc2cc(-c3ccccc3)no2)cc1,91,91,0,92,-8,100,98,101
COc1cccc(CNC(=O)CCC2CCCN(C3CCOCC3)C2)c1 (stereo unspecified),101,107,0,101,6,106,100,103
CCOC(=O)Cc1csc(NC(=O)c2cc(OC)cc(OC)c2)n1,105,98,0,99,-7,95,100,109
Cc1ccccc1NC(=O)CNc1ccccc1N1CCCCC1,98,102,2,96,-3,102,102,117
C[C@H]1CN([C@@H](C)CO)C(=O)Cc2cc(NS(C)(=O)=O)ccc2O[C@@H]1CN(C)CC1CC1,95,102,2,97,11,96,94,80
CC(C)(C)c1ccc(C(=O)NNc2ccc(F)cc2F)cc1,97,97,1,92,12,92,95,107
O=c1sc2ccccc2n1CCCOc1ccccc1,109,95,0,96,12,86,102,111
CC1(C)CC(=O)C=C(NC2CCCCC2)C1,105,89,2,102,-4,104,89,98
C(=N\Nc1nc2ccccc2s1)/c1ccc2c(c1)OCO2,86,89,1,102,22,105,99,111
CCn1c(=O)n(CC)c2cc(S(=O)(=O)Nc3ccccc3C)c(C)cc21,108,78,0,99,-8,97,106,113
Cc1cccc(NC(=O)c2ccc(S(=O)(=O)N3CCC(C)CC3)cc2)n1,?,?,4,?,4,?,?,104
Cc1ccc(C(C)C)c(OCCNS(C)(=O)=O)c1,99,102,3,99,9,105,106,93
COc1cc(CN2CCCC(C(=O)c3ccc(C(C)(C)C)cc3)C2)cc(OC)c1O (stereo unspecified),82,88,0,96,16,98,99,91
O=C(NCc1cccs1)C(=O)NCC1OCCCN1S(=O)(=O)c1ccccc1 (stereo unspecified),99,102,1,108,-14,108,100,92
S=c1[nH]nc(-c2ccccn2)n1/N=C/c1ccccc1,97,99,2,101,29,93,103,99
Cc1cc(=O)[nH]c(N2CCOCC2)n1,99,98,2,98,5,104,102,102
COC(=O)c1cc(=O)n(CCc2ccc(OC)c(OC)c2)c(=Nc2ccc(F)c(Cl)c2)s1,106,99,0,95,40,96,101,87
Cc1ccc(C(=O)N(C)CC(=O)Nc2ccc(F)c(F)c2F)o1,93,99,0,104,5,97,106,107
S=C(N/N=C/c1ccc(Cl)c(Cl)c1)Nc1ccccc1Cl,102,100,1,100,12,96,103,101
CCN(CC(=O)NCCCN1CCOCC1)S(=O)(=O)c1cc(Cl)ccc1Cl,98,105,3,106,7,105,104,95
# The list goes on:
SMILES,LAP4-GFP MLPCN,AGP1-GFP MLPCN,GRK2 inh,RPL19A-GFP yeast,VLA-4 inh,CIT2 TOR yeast,MEP2 TOR yeast,Yeast superoxide
CC(C)OC(=O)Cn1nc(C(c2ccccc2)c2ccccc2)oc1=O,96,101,8,107,-5,100,101,110
CC(=O)Nc1ccc(S(=O)(=O)Nc2cccc(C(=O)Nc3ccccc3C(=O)O)c2)cc1,93,99,1,103,-8,105,101,112
CC(C)NC(=O)C1(S(=O)(=O)c2ccccc2)CC=CC1,123,78,0,96,13,71,94,99
CC(C)(C)OC(=O)N/N=C/c1ccc(Br)cc1,96,91,1,96,50*,90,96,94
COc1cc(S(=O)(=O)Nc2ccccc2N2CCCCC2)ccc1NC(C)=O,98,100,1,96,2,99,98,91
Cc1nn(C)cc1CNC(=O)c1cc2n(n1)C(C(F)(F)F)CC(c1cccs1)N2 (stereo unspecified),91,104,0,101,17,106,105,104
Cc1nc2c(c(C)c1C#N)C(=O)c1ccccc1-2,90,87,2,101,5,98,98,118
CS(=O)(=O)N1CCN(c2ccc([N+](=O)[O-])c(NCc3ccc(Cl)cc3)c2)CC1,104,103,4,109,0,101,101,103
CN(C)CCCN1C(=O)c2cc3ccccc3cc2C1=O,99,110,3,103,4,100,104,96
CC(C)COC(=O)c1ccc(NC(=O)C2C3CCC(C3)C2C(=O)O)cc1 (stereo unspecified),104,104,0,107,-7,105,110,99
CCOC(=O)c1c(C)[nH]c(C(=O)COC(=O)CNC(=O)c2ccccc2Cl)c1C,93,96,0,103,-7,96,108,112
c1ccc(-c2nn3c(C4CCCCC4)nnc3s2)cc1,101,92,4,106,-13,106,105,99
Cc1ccnc(NS(=O)(=O)c2ccc(NC(=O)c3ccc(S(=O)(=O)N(C)C)cc3)cc2)n1,95,104,1,103,1,100,108,115
CC1CCCC(C)N1/N=C/c1cc(Br)c(O)c(Br)c1 (stereo unspecified),106,107,0,102,10,91,103,114
CCc1cccc(OCC(O)Cn2c(N3CCCCC3)nc3c2c(=O)[nH]c(=O)n3C)c1 (stereo unspecified),103,107,1,104,-5,108,109,102
O=C(ONC1=NCCCCC1)c1ccc(Cl)cc1,179*[may fluoresce violet],44[may fluoresce violet],3,nt,-1,?,351*[may fluoresce violet],103
O=C(O)c1ccc(C(=O)C(=O)c2ccccc2)cc1,110,107,3,98,3,98,102,105
CC(=O)N(C)c1ccc(NC(=S)Nc2ccccc2)cc1,95,102,0,99,17,109,97,75
Cc1ccc2[nH]c(O)c(N=NC(=O)C3CC3c3ccccc3)c2c1Br (stereo unspecified),87,90,0,103,23,94,100,105
Cc1c(NC(=O)c2ccc(Br)o2)c(=O)n(-c2ccccc2)n1C,95,103,1,99,6,nt,97,86
CCOc1cc(C(=O)N(C)CC(=O)Nc2cccc3ccccc23)ccc1OC,94,95,0,95,-5,95,91,90
CC1Cc2ccccc2C(CCc2ccccc2)=N1 (stereo unspecified),91,101,0,102,-5,105,98,87
Cc1ccc(C(=O)Oc2ccc3c(c2)ncn3C)cc1,103,105,16,100,4,103,110,92
O=C(Cc1c[nH]c2ccccc12)NCc1ccncc1,86,95,8,95,2,95,103,106
CCOC(=O)N1CCN(CC(O)COCc2ccc(OC)c(OC)c2)CC1 (stereo unspecified),95,98,0,100,6,96,97,92
O=C(NCCc1ccc(F)cc1)C1CCCO1 (stereo unspecified),87,89,0,95,5,100,92,90
Cc1nonc1CC(=O)N1CCc2c([nH]c3ccccc23)C1c1ccccc1F (stereo unspecified),103,108,0,94,18,99,100,99
CCOc1ccc(CCNC(=O)CN(C)S(=O)(=O)c2cccs2)cc1OCC,104,104,2,99,-1,93,103,103

# Screening data (PubChem)
